High-throughput results from PubChem.
TDP1 cell noCPT: qHTS for Inhibitors of human tyrosyl-DNA phosphodiesterase 1 (TDP1): qHTS in cells in absence of CPT; DT40 Tdp1-/- hTDP1 cells, no CPT, ATP luminescence, 48 h; Potency, µM (top dose mostly 46.2 µM), for inactives: top-dose activity change, negative = growth inhibition, usual class: inhibitors; 420,000 compounds, 15% hits; AID 686978, 2013; note: nearly all actives have a fitted effect of over 55% in size
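Cells were dispensed at 400 per well, compounds added by pin tool, plates incubated ≥48 hr at 37 °C, then CellTiter-Glo added for 30 min at room temperature before luminescence reading. Line: DT40 Tdp1-/- complemented with hTDP1; camptothecin omitted.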
KAT2A inh: qHTS Assay for Inhibitors of GCN5L2. 390,000 compounds, 0.21% hits. GCN5L2 HAT assay, ThioGlo1 CoA-SH fluorescence. Potency, µM (doses to about 58.9 µM), without a hit: at the highest dose activity change, negative = inhibition, actives largely listed as inhibitors. Histone acetyltransferase KAT2A (Homo sapiens), Q92830
Target sequence (Q92830 whole entry, looked up): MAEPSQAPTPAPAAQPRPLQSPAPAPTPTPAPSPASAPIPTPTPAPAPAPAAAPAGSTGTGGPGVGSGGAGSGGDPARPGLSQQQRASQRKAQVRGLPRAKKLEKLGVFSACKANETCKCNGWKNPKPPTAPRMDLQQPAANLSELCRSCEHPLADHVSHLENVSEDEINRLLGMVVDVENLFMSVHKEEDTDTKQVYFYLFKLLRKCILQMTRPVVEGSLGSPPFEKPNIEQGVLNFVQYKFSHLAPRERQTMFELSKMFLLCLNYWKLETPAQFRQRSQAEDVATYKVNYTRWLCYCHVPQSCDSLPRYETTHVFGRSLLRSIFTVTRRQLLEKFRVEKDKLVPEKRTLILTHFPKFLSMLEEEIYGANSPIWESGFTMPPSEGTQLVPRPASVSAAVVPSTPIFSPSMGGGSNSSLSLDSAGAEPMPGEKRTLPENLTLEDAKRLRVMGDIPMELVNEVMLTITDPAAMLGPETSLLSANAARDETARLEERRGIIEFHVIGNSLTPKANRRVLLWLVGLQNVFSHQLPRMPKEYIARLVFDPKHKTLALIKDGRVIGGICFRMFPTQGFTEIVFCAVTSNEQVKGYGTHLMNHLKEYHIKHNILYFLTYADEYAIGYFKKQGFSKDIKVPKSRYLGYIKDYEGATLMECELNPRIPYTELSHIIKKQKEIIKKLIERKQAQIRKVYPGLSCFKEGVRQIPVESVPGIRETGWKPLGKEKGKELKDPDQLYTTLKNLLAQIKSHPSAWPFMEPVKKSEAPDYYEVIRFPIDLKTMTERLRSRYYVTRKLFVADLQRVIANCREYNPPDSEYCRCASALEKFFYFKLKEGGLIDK
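GCN5L2 (20 nM) in 50mM HEPES pH 7.5, 0.1mM EDTA, 0.01% Tween-20 preincubated 15 min with compounds at room temperature. Reaction started with H3(1-25) 75uM, acetyl-CoA 70uM, ThioGlo1 50uM; CoA-thiol fluorescence (Ex340/Em540) read at 0 and 20 min.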
TDP1 inh: qHTS Assay for Inhibitors of Tyrosyl-DNA Phosphodiesterase (TDP1); recombinant TDP1, AlphaScreen DNA substrate cleavage; Tyrosyl-DNA phosphodiesterase 1 (Homo sapiens), Q9NUW8; 350,000 compounds, 0.28% hits; Potency, µM (top dose mostly 130 µM), without a hit: at the highest dose activity change, negative = inhibition, most hits filed as inhibitors; note: nearly all actives have a fitted effect of over 40% in size
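E. coli-derived human Tdp1, 1 nM final. Cpd preinc 15 min RT; substrate 15 nM final, 5 min RT; AS bead mix 10 ug/ml final, 10 min RT. Signal loss = tyrosine-FITC cleavage. No-enzyme wells = max signal.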
Active calls of the source: *; ? = inconclusive; . = not tested or not shown; & = joins results of further samples; [ ] = another dose, or the depositor's remark. Calls come from the whole dose curve; as a rule, active = well fitted curve in the direction sought with a large enough effect; inconclusive = small, poorly fitted or top-dose-only effect, or another doubt; inactive = no such curve, though single readings can be large; an effect the other way counts as inactive or inconclusive. % is set by controls: 0 for no effect and ±100 for the full control effect; potency is the fitted concentration of half-maximal effect. These rows are one share of the data; rates above refer to the full screens.

Values run as follows: TDP1 cell noCPT, KAT2A inh, TDP1 inh
COc1ccc2c(c1)CCc1c(C(=O)N(C)c3ccccc3)noc1-2
    -12.2%, -13.7%, -2.6%
COc1ccc(C)cc1NC(=O)Cn1c(=O)oc2cc(S(=O)(=O)N3CCCCCC3)ccc21
    11.6µM*, 2.9%, 4.7%
COc1ccc(N/C(=C(/C(Cl)=C(Cl)Cl)[N+](=O)[O-])n2nnc3ccccc32)cc1OC
    ., -26.7%, 1.0%
O=C(Nc1ccccc1C(F)(F)F)c1cc2ncc(CCCl)cn2n1
    3.4%, -1.6%, 2.5%
COc1ccc(OCC2c3cc(OC)c(OC)cc3CCN2C(=O)COc2ccc(Cl)cc2Cl)cc1 (centres undefined)
    16.4µM*, 1.0%, 5.2%
CCOCCCNC(=S)Nc1ccc(S(N)(=O)=O)cc1
    0.8%, -9.8%, -5.6%
CCCCNC(=O)c1cc(-c2ccc(OC)cc2)on1
    -26.8%, -4.9%, 5.4%
CC(=O)NCCCc1nc2ccccc2n1Cc1cc(C)ccc1C
    6.0%, 18.9%, 5.5%
COc1ccccc1C1CC(c2cccs2)=NN1C(=O)CCC(=O)O (centres undefined)
    -5.4%, -2.6%, .
COc1ccc(OC)c(C2=NOC(C(=O)NCc3cccnc3)C2)c1 (centres undefined)
    ?, -7.5%, .
CCOc1ccccc1OCC(=O)Oc1ccc(C)c(C)c1
    4.0%, -13.6%, .
NS(=O)(=O)c1cccc(NC(=O)COC(=O)CCC2CCCC2)c1
    3.4%, 0.8%, -1.5%
Cc1ccc(NC(=O)CNc2cc(S(=O)(=O)N3CCOCC3)ccc2NCC2CCCO2)cc1F (centres undefined)
    ?, -4.5%, 7.4%
O=C1CCCN1CC(CN1CCOCC1)Sc1nnnn1-c1ccccc1 (centres undefined)
    0.2%&-5.2%, 2.1%, 2.0%
NS(=O)(=O)c1ccc(CCNC(=O)CNC(=O)Cc2cccc3ccccc23)cc1
    3.0%, -9.3%, .
CN(C)c1ccc(CNC(=O)C2CCN(Cc3cc4ccccc4n3Cc3ccccc3)CC2)cc1
    13µM*, -1.7%, 13.2%
COCCn1c(COc2cccc(OC)c2)nnc1SCC(=O)N1CCOCC1
    -12.5%, 1.2%, 1.0%
COc1cc(O)c(C(C)=O)c(CC(=O)O)c1
    -11.9%, -11.4%, .
COC(=O)c1c(NC(=O)c2ccc(C)o2)sc2c1CCCCC2
    ?, -2.7%, .
CCN(CC)S(=O)(=O)c1ccc2[nH]cc(C(=O)NCCC3=CCCCC3)c(=O)c2c1
    18.4µM*, -8.3%, -2.2%
Cc1ccc(N2CC(C(=O)Nc3nnc(SCCN4CCOCC4)s3)CC2=O)cc1 (centres undefined)
    8.2%, -2.6%, 2.5%
c1cncc(-c2nc(-c3ccc4c(c3)OCCO4)cs2)c1
    -13.3%, 8.4%, .
CCOC(=O)c1ccc(Cl)c(NC(=O)c2ccc(-c3ccccc3)cc2)c1
    -0.9%, 3.4%, 1.5%
COc1cccc(-c2nc(CS(=O)(=O)CC(=O)NCc3ccc(Cl)cc3)c(C)o2)c1
    -11.9%, -5.0%, 7.9%
Cc1ccc(S(=O)(=O)O)c(C)c1N1CCCC1=O
    0.8%, -1.3%, -3.3%
COc1ccccc1NS(=O)(=O)c1ccc(C(=O)NCC(c2ccccc2OC)N(C)C)cc1 (centres undefined)
    -12.7%, -8.3%, 6.4%
O=C(CC1Sc2ccccc2NC1=O)OCc1cc(=O)oc2cc(O)ccc12 (centres undefined)
    ?, -19.8%, 0.6%
Cc1ccc(S(=O)(=O)Nc2cccc3c2O[C@H](CN(C)C(=O)Nc2ccc(C(F)(F)F)cc2)[C@@H](C)CN([C@H](C)CO)C3=O)cc1
    ?, -10.0%, 2.4%
CCc1nnc(NC(=O)Cn2nc(-c3ccc(OC)c(OC)c3)ccc2=O)s1
    -12.2%, -2.0%, 6.0%
c1ccc(Nc2cccc3c(Nc4ccccc4)cccc23)cc1
    -27.1%, -14.0%, 9.6%
CC(=O)c1cnc2nc(C(F)(F)F)nn2c1C
    0.6%, -1.7%, 1.1%
O=C(NNS(=O)(=O)c1ccc2ccccc2c1)NC1CCCCC1
    -3.5%, 1.5%, -0.6%
CCNc1ncc2nc(-c3ccc(Cl)cc3)c(=O)n(Cc3ccc(F)cc3)c2n1
    -10.8%, -6.5%, .
COc1ccc(C2CC(=O)N(Cc3ccccc3)c3c2c(C)nn3-c2nc(C)cc(C)n2)c(OC)c1 (centres undefined)
    ?, -7.3%, -0.5%
COc1ccc(C2C3=C(CCCC3=O)Nc3ccc4ncccc4c32)cc1OC (centres undefined)
    11.7%, -7.2%, 3.7%
CCOC(=O)CC1(c2ccccc2)CCOC(C)(C)C1 (centres undefined)
    ?, -12.1%, 3.4%
CCCn1[nH]cc(SC)c(=O)c1=O
    -1.2%, -3.5%, 5.1%
CC(Oc1ccccc1)C(=O)OCC(=O)NC(=O)NC1CCCCC1 (centres undefined)
    -9.0%, -7.2%, 0.2%
CC(=O)c1ccc(N2CCN(c3ncnc4c3c(-c3ccccc3)cn4-c3ccc(Cl)cc3)CC2)cc1
    ?, 0.3%, 10.4%
CC(=O)Nc1ccc(C=NNc2ccc([N+](=O)[O-])cc2S(=O)(=O)Nc2ccccc2C(=O)O)cc1
    0.1%, ?, -11.9%
COc1ccc(C2OC(=O)CC2C(=O)NC2CCCCCC2)cc1OC (centres undefined)
    -8.7%, -0.5%, 7.3%
CCN1CCN(C(=O)c2ccccc2N(Cc2ccccc2)S(C)(=O)=O)CC1
    0.7%, -1.8%, 0.0%
CSc1ccc(CCNC(=O)c2cc(-c3ccccc3)c(N3CCOCC3)s2)cc1
    16.4µM*, -10.3%, 5.9%
CC(Oc1ccc(Cl)cc1)c1ccn[nH]1 (centres undefined)
    -17.9%, 2.7%, 8.1%
O=[N+]([O-])c1ccc(Oc2ccc(F)cc2)c2ccncc12
    ?, -6.6%, 9.3%
Cc1ccc(NC(=O)/C=C/c2cccc(C(F)(F)F)c2)cc1
    ?, -1.5%, 2.7%
CCCCSCc1cc(C(=O)O)oc1C(C)(C)C
    0.8%, 7.7%, 7.7%
OCc1nc2ccccc2n1/N=C/c1cccs1
    -23.6%, -3.9%, .
COc1ccc(Nc2cc(C(=O)NCCCN(C)c3ccccc3)c3ccccc3n2)c(OC)c1
    11.6µM*, -14.5%, 5.7%
COc1ccc2nc(N3CCC(C)CC3)c(C#N)cc2c1
    ?, -31.1%, 0.0%
CC(C)(C)NC(=O)c1ccc2c(c1)N(CC(=O)N1CCCCC1)C(=O)C(C)(C)O2
    -22.3%, -0.1%, 4.3%
O=C(CSc1nc2c(c(=O)n1-c1ccc(Br)cc1)SCC2)NCC1CCCO1 (centres undefined)
    -29.3%, -4.7%, 2.2%
COc1ccc(OC)c(CCNC(=O)c2ccc(CS(=O)Cc3ccc(Cl)cc3)o2)c1 (centres undefined)
    ?, 1.0%, 4.7%
O=C(c1ccc2c(c1)N(Cc1ccc(Cl)cc1)C(=O)c1ccccc1S2(=O)=O)N1CCC(Cc2ccccc2)CC1
    18.4µM*, -4.0%, 4.6%
O=C1c2ccccc2C(O)N1c1cccnc1 (centres undefined)
    -1.7%, -5.7%, 4.9%
Cc1cc2ccccc2n1CCNC(=O)c1cccc(Br)c1
    11.6µM*, -0.8%, -4.3%[12.3 µM]
COc1ccc(N2C(=O)C(CC(=O)Nc3ccccc3)N(CCc3ccc(OC)c(OC)c3)C2=O)cc1 (centres undefined)
    -24.4%, -4.3%, 3.5%
COC(=O)c1nn(-c2cccc(Cl)c2)cc(OC)c1=O
    10.2%, 23.9%, .
O=C(Cn1c(=O)c2cccn2c2ccc(F)cc21)Nc1cccc(F)c1
    -22.6%, -3.6%, -2.6%
COc1ccc(S(=O)(=O)NC2CCN(Cc3ccccc3)CC2)cc1NC(C)=O
    -29.9%, 1.2%, 0.5%

Following part
Values run as follows: TDP1 cell noCPT, KAT2A inh, TDP1 inh
Cc1cc(-c2ccccc2)nc(N(C)N)c1S(C)(=O)=O
    -9.6%, -9.6%, 3.8%
O=C(O)c1cccc(N2C(=O)CCC2=O)c1
    ., 4.2%, -1.9%
O=C(NN1C(=O)c2ccccc2C1=O)C1C2CCCCC21 (centres undefined)
    5.7%, -7.1%, 0.0%
CCOC(=O)CN1C(=O)N[C@@H](CCc2ccccc2)C(C(C)=O)=C1C
    -18.2%, ., 10.4%[12.3 µM]
O=[N+]([O-])c1cccc(-c2nnc(C3CC3)o2)c1
    1.8%, 2.7%, 5.0%
COc1ccccc1C#Cc1ccc2c(=O)c3ccccc3n(C)c2c1
    ?, -3.1%, .
Cc1cc2c(ncn2C(C)C)c(NS(=O)(=O)c2ccc(F)cc2)c1C
    ?, -5.7%, 3.8%
Cc1ccc(CCNC(=O)C2CCN(C(=O)c3sccc3-n3cccc3)CC2)cc1
    ?, -5.6%[0.501 µM], 8.0%
COc1ccccc1C1NC(c2ccc3c(c2)OCO3)=CC(c2ccccc2O)N1 (centres undefined)
    10µM*, ., 1.5%
CCOC(=O)c1ccccc1NC(=O)c1cc2ccccc2o1
    ?, 1.3%, .
CC1CCCN(Cc2nc3c(c(=O)n(C)c(=O)n3C)n2Cc2ccc(Cl)cc2)C1 (centres undefined)
    -14.8%, -4.1%, 4.7%
CCc1ccc(/C([O-])=C(/C(=S)NCCN2CCOCC2)[n+]2ccccc2)cc1
    -2.2%, -9.9%, 5.8%
Cc1ccccc1OCC(=O)N/N=C1\CC(=O)CC(C)(C)C1
    0.7%, -5.0%, 2.8%
N#CCc1nc2ccccc2c(=O)[nH]1
    ?, -4.2%, 6.0%
C=CCn1c(SCC#N)nc2c(c1=O)C(C)(C)Cc1ccccc1-2
    ?, -26.2%, 2.3%
Cc1ccc(Nc2c([N+](=O)[O-])cc(C(=O)N3CC(=O)Nc4ccccc43)cc2[N+](=O)[O-])c(C)c1
    ?, -3.0%, 6.2%
CCC(CC)COC(=O)C1=C(C)NC(=O)NC1c1ccc2c(c1)OCO2 (centres undefined)
    ?, -3.4%, 2.3%
CC(=O)N1c2ccc(S(=O)(=O)N3CCC(C(=O)Nc4cccc(C)c4)CC3)cc2CC1C (centres undefined)
    ?, -1.9%, 1.8%
COc1cc(-c2nc(-c3ccc(Br)o3)no2)cc(OC)c1OC
    ?, -10.3%, 6.1%
COc1ccc(CN(C)c2ccc(-c3nc(-c4ccccc4)no3)cc2[N+](=O)[O-])cc1
    ?, -4.5%, 2.9%

Entries from the list above that have a tert-butyl group, in the order listed:
Values run as follows: TDP1 cell noCPT, KAT2A inh, TDP1 inh
CCCCSCc1cc(C(=O)O)oc1C(C)(C)C
    0.8%, 7.7%, 7.7%
CC(C)(C)NC(=O)c1ccc2c(c1)N(CC(=O)N1CCCCC1)C(=O)C(C)(C)O2
    -22.3%, -0.1%, 4.3%

Next section
Values run as follows: TDP1 cell noCPT, KAT2A inh, TDP1 inh
Cc1ccc(N2C(=O)SC(Cc3ccccc3)C2=O)cc1 (centres undefined)
    ?, -20.2%, -1.2%
CCn1nnc(NC(=O)c2ccc(-c3ccccc3[N+](=O)[O-])o2)n1
    -7.9%, -3.1%, 0.0%
O=C(COC(=O)Cn1c(C(F)(F)F)nc2ccccc21)Nc1ccc2c(c1)OCCO2
    -25.9%, -1.1%, 0.0%
O=C(Nc1ccccc1)c1cccnc1N1CCCC1
    -1.9%, 0.5%, 4.7%
CCCc1[nH]nc2c1C(c1ccccc1OC)C(C#N)=C(N)O2 (centres undefined)
    ?, -1.4%, 4.8%
Cc1nc2cc(N3CCN(C)CC3)c(NC(=O)Cc3ccccc3)cc2c(=O)n1Cc1ccccc1
    ?, 0.8%, 2.9%
O=C(NNC(=S)NC(=O)c1cccc([N+](=O)[O-])c1)c1ccc(Br)cc1
    20.6µM*, -8.2%, .
C[C@@]12C(=O)N(Cc3ccccc3)CC(=O)N1[C@H]1c3cc(Cl)ccc3OC[C@@H]1[C@@H]2c1ccccc1
    18.4µM*, -15.7%, 2.2%
COc1ccccc1N1C(=O)C2CCC(c3ccccc3)CC2C1=O (centres undefined)
    -25.1%, -0.7%, 0.0%
COc1ccc(CNC(=O)CCC(=O)N2CCN(S(=O)(=O)c3ccc(Cl)cc3)CC2)cc1
    -15.2%, -4.7%, 5.4%
COc1ccc(S(=O)(=O)N(CC(=O)Nc2ccc(F)c(Cl)c2)c2ccc(C)cc2)cc1OC
    ., -3.6%, 0.0%
Cc1[nH]c2ccccc2c1C(=O)C(=O)N1CCN(c2ccccc2F)CC1
    ?, 5.1%, 2.4%
